TRb SRC2 PPI: TRbeta-SRC2 interaction inhibition. P10828. TRbeta-SRC2 peptide binding, fluorescence polarization; receptor liganded with 1 µM T3. Potency, µM (titrated, usually from 106 µM), inactives show at the highest dose activity change, negative = inhibition, usual class: inhibitors. hit rate 0.065% among 280,000. AID 1469;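 also: plate controls were bound peptide for no effect and peptide without receptor for full effect; nearly all actives have a fitted effect of over 50% in size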
Target sequence (P10828 whole entry, looked up): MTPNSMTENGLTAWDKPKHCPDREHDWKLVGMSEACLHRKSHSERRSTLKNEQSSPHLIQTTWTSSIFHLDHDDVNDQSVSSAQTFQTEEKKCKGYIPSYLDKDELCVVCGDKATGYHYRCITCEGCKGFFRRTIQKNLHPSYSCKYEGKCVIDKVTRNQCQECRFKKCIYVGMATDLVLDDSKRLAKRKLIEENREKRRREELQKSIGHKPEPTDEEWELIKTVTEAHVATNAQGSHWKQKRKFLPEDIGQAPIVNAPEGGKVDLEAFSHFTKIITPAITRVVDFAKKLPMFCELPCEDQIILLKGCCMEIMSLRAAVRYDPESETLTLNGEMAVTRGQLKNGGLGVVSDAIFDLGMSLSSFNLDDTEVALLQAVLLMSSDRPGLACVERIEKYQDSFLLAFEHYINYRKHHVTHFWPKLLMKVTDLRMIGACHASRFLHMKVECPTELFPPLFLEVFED
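Human TRb LBD (0.6 uM) plus Texas Red-labeled SRC2 peptide (20 nM), 1uM T3, 5% DMSO, 5 hr at ambient temperature. Decreased polarization (555/632 nm) flags inhibition; data normalized to free and bound peptide controls.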
TexasRed fluor: alters Texas Red total fluorescence, flagging assay interference | TRb/SRC2 Texas Red total fluorescence interference | Potency, µM (top dose mostly 106 µM), inactives show top-dose fluorescence change, negative = quenching | hit rate 0.29% among 280,000; active = well fitted curve in either direction with a large enough effect; inconclusive = small, poorly fitted or top-dose-only effect
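Human TRβ ligand-binding domain (0.6 uM) and Texas Red SRC2 peptide (20 nM) in Tris buffer with 1 uM T3 and 5% DMSO were incubated with pinned compound for 5 hr at ambient temperature. Total fluorescence was computed as S + 2P (555/632 nm).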
GAA glycogen: alters human alpha-glucosidase cleavage of glycogen. P10253. recombinant GAA, glycogen substrate, Amplex Red glucose oxidase fluorescence. Potency, µM (titrated, usually from 76.4 µM), without a hit: at the top dose activity change, negative = inhibition, hits mostly inhibitors. hit rate 0.38% among 300,000. AID 2100;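 also: 0% = full enzyme reaction and -100% = no-enzyme basal signal; the screen sought inhibitors and activators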
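Natural-substrate format: glycogen cleavage by 4 nM human enzyme, glucose read by Amplex Red coupling (Ex 573, Em 610 nm). Normalized to enzyme and no-enzyme controls.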
The depositor's hits bear a star; ? = inconclusive; [ ] = dose if it differs, or a comment. Unless noted, calls follow the shape of the dose curve; as a rule, active = well fitted curve in the direction sought with a large enough effect; inconclusive = small, poorly fitted or top-dose-only effect, or another doubt; inactive = no such curve, though single readings can be large; an effect the other way counts as inactive or inconclusive. Unless noted, % is scaled to controls: 0 for no effect and ±100 for the full control effect; potency is read from the fitted curve at half-maximal effect.

Below each compound: TRb SRC2 PPI	TexasRed fluor	GAA glycogen
- Cc1ccc(CCNC(=O)CN2C(=O)COc3ccc(S(=O)(=O)N4CCCCCC4)cc32)cc1
→ 6%	-2%	-5%[76.3 µM]
- CCn1c(SCc2ccc(F)cc2Cl)nnc1-c1nonc1NC(C)=O
→ 4%	-1%	-1%[76.3 µM]
- O=S(=O)(Nc1ccc(F)cc1F)c1ccc(Br)s1
→ 1%	?	11%[76.3 µM]
- CCc1nn2c(=O)cc(COc3ccc(/C=C(\C#N)C(=O)Nc4ccc(C)cc4)cc3)nc2s1
→ -8%	0%	-10%[76.3 µM]
- COc1ccc(Cn2nnc3c(=O)[nH]c(C4CCCN(C(=O)c5ccccc5Cl)C4)nc32)cc1OC (stereo unspecified)
→ 5%	0%	6%[76.3 µM]
- Cc1cccc(-c2nc3cc(NC(=O)COc4ccccc4F)ccc3o2)c1
→ 8%	9%	-3%[76.3 µM]
- CCCc1cc(=O)oc2cc(C)c3c(C(C)(C)C)coc3c12
→ -9%	-4%	-2%[76.3 µM]
- CCOC(=O)Cc1ccc(NC(=O)NC(C)c2c(-n3cccc3)sc(C)c2C)cc1 (stereo unspecified)
→ -4%	-34%	-2%[76.3 µM]
- Cc1ccsc1CN(C(=O)c1oc2ccc(Br)cc2c1C)C1CCS(=O)(=O)C1 (stereo unspecified)
→ -6%	0%	5%[76.3 µM]
- CCCCN(C)CCNC(=O)c1ccc(Cn2c(=O)[nH]c3cc(OC)c(OC)cc3c2=O)cc1
→ -3%	-2%	15%[76.3 µM]
- Cc1ccc(CNC(=O)c2ccc3c(c2)N(Cc2ccccc2Cl)C(=O)CS3)cc1
→ 10%	1%	13%[76.3 µM]
- O=C(CSc1nc2cc3ccccc3cc2[nH]1)Nc1cccc(C(F)(F)F)c1
→ -2%	-9%	0%[76.3 µM]
- Cc1ccc(Cn2c(C)c(CNC3CCCCC3)c(C(=O)O)c2C)cc1
→ 5%	-2%	-11%[76.3 µM]
- COc1ccc(N2CCN(C(=O)CSc3c4c(nc5ccc(Cl)cc35)CCCC4)CC2)cc1
→ -1%	-1%	4%[76.3 µM]
- CCc1ccc(NC(=O)CCCc2nc(-c3ccco3)no2)cc1
→ 0%	-25%	13%[76.3 µM]
- Cc1cccc(CC2C(=O)Nc3ccccc32)c1 (stereo unspecified)
→ -9%	1%	1%[76.3 µM]
- CCOc1ccc(CCNC(=O)c2cc3c(=O)oc4ccc(C)cc4c3s2)cc1OCC
→ 3%	0%	16%[76.3 µM]
- Cc1ccc(C(=O)CC2(O)C(=O)N(CCc3ccccc3)c3ccc(Cl)cc32)cc1 (stereo unspecified)
→ 6%	-3%	-13%[76.3 µM]
- Cc1ccc(-n2c3c(c(=O)[nH]c2=O)C(NC(=O)C(C)(C)C)(C(F)(F)F)C(=O)N3)cc1 (stereo unspecified)
→ -3%	-2%	-6%[76.3 µM]
- CCOC(=O)c1ccc(Nc2nc3ccc(C(=O)c4ccccc4)cc3n3c(C)nnc23)cc1
→ -1%	-2%	0%[76.3 µM]

Four entries out of the list, arranged by SMILES length, lowest first.
Below each compound: TRb SRC2 PPI	TexasRed fluor	GAA glycogen
- Cc1ccc(Cn2c(C)c(CNC3CCCCC3)c(C(=O)O)c2C)cc1
→ 5%	-2%	-11%[76.3 µM]
- O=C(CSc1nc2cc3ccccc3cc2[nH]1)Nc1cccc(C(F)(F)F)c1
→ -2%	-9%	0%[76.3 µM]
- CCOC(=O)c1ccc(Nc2nc3ccc(C(=O)c4ccccc4)cc3n3c(C)nnc23)cc1
→ -1%	-2%	0%[76.3 µM]
- Cc1ccc(-n2c3c(c(=O)[nH]c2=O)C(NC(=O)C(C)(C)C)(C(F)(F)F)C(=O)N3)cc1 (stereo unspecified)
→ -3%	-2%	-6%[76.3 µM]

The list goes on.
Below each compound: TRb SRC2 PPI	TexasRed fluor	GAA glycogen
- CCC(=O)N1CCc2cc(S(=O)(=O)CCC(=O)NCc3ccccc3Cl)ccc21
→ 3%	0%	12%[76.3 µM]
- CCOC(=O)C1CCCN(S(=O)(=O)c2ccc3c(c2)oc(=O)n3C)C1 (stereo unspecified)
→ -3%	-2%	-2%[76.3 µM]
- Cc1ccc(NC(=O)C2CCN(c3nn4cc(-c5ccc(C)cc5)nc4s3)CC2)cc1
→ 2%	5%	13%[76.3 µM]
- CCOC(=O)c1ccc(N=C2SC(C(=O)Nc3ccccc3)CC(=O)N2C)cc1 (stereo unspecified)
→ 1%	2%	-8%[76.3 µM]
- CC(=O)OCC#CCSc1nnc(-c2cccc(Br)c2)o1
→ 11%	3%	-8%[76.3 µM]
- CCCCCn1c(=O)[nH]c2cc(C(=O)N3CCN(c4ccc(OC)cc4)CC3)ccc2c1=O
→ -6%	-2%	-1%[76.3 µM]
- COc1ccc(CNC(=O)c2ccc(Cn3c(=O)c4cccn4c4cccnc43)cc2)cc1OC
→ -6%	-1%	1%[76.3 µM]
- COc1ccc(C(=O)NCC2(N3CCN(C)CC3)CCCCC2)cc1
→ 1%	2%	15%[76.3 µM]
- Cc1ccc(NC(=O)C2CCN(S(=O)(=O)c3c(C)noc3C)CC2)cc1
→ -4%	-1%	3%[76.3 µM]
- Cc1ccc(CNc2nc(-c3ccco3)nn2S(=O)(=O)c2ccc3ccccc3c2)cc1
→ -5%	10%	-8%[76.3 µM]
- O=C(NCc1ccc(F)cc1)c1ccc(Nc2nc3ccccc3n3nnnc23)cc1
→ 0%	0%	13%[76.3 µM]
- Cc1cccc(NS(=O)(=O)c2ccc3c(c2)CCN3C(=O)CCC(=O)O)c1C
→ 7%	-1%	13%[76.3 µM]
- CCOc1cccc(NC(=O)CSc2ncc(-c3ccc(Cl)cc3)[nH]2)c1
→ 9%	-1%	-13%[76.3 µM]
- COc1ccc(C)cc1NC(=O)CN(C)S(=O)(=O)c1ccc2c(c1)CCCN2C(C)=O
→ -2%	-1%	-1%[76.3 µM]
- CCOc1ccccc1NC(=O)C(NS(=O)(=O)c1ccc2c(c1)CCC(=O)N2)c1ccccc1 (stereo unspecified)
→ 5%	-2%	-2%[76.3 µM]
- CCCCN(CC)C(=O)Cn1c(=O)n(-c2ccc(OCC)cc2)c(=O)c2c3c(sc21)CCC3
→ 4%	?	-3%[76.3 µM]
- CCSc1ncc(Cl)c(C(=O)Nc2ccc(S(=O)(=O)N3CCCCC3)cc2)n1
→ -9%	-3%	7%[76.3 µM]
- O=C(COCc1cc(-c2cccs2)on1)NCc1ccc(F)cc1
→ 0%	5%	-6%[76.3 µM]
- Cc1ccc(C)c(S(=O)(=O)c2nnn3c2nc(NCc2cccs2)c2sccc23)c1
→ 0%	0%	-6%[76.3 µM]
- O=S(=O)(c1ccc2[nH]c3c(c2c1)CCCC3)N1CCN(c2cccc(C(F)(F)F)c2)CC1
→ 1%	-5%	-12%[76.3 µM]
- COc1cccc(C(=O)NC2=NC(c3ccc(N(C)C)cc3)CC(=O)N2)c1 (stereo unspecified)
→ 4%	-10%	0%[76.3 µM]
- CCOCCCNC(=O)c1c[nH]c2ccc(S(=O)(=O)Nc3cccc(Cl)c3C)cc2c1=O
→ 4%	-1%	6%[76.3 µM]
- COc1ccc(OC)c(NC(=O)Nc2c(C)n(C)n(-c3ccccc3)c2=O)c1
→ 2%	-3%	-10%[76.3 µM]
- COc1ccc(NC(=O)CSc2nc(-c3ccco3)cc(C(F)(F)F)n2)c(OC)c1
→ 2%	1%	-4%[76.3 µM]
- O=C(NCCn1cc(SCc2ccc(Br)cc2)c2ccccc21)c1cccs1
→ 12%	5%	-14%[76.3 µM]
- Cc1cc(Nc2cccc(C(F)(F)F)c2)ncn1
→ -12%	?	10%[76.3 µM]
- COC(=O)c1cc2oc3ccccc3c2n1Cc1cccc(C)c1
→ 5%	1%	-9%[76.3 µM]
- CCOc1ccccc1C(=O)N1CC(=O)Nc2ccc(Cl)cc2C1c1ccccc1 (stereo unspecified)
→ 8%	-3%	-12%[76.3 µM]
- Cc1cc(N2CCCCC2)nc2ccc(NC(=O)/C=C/c3ccccc3OC(C)C)cc12
→ -5%	-3%	-4%[76.3 µM]
- COc1ccc(-c2noc(CSc3nc(C)cc(=O)[nH]3)n2)cc1OC
→ -6%	-4%	2%[76.3 µM]

In the list so far, these contain two or more sulfur atoms.
Below each compound: TRb SRC2 PPI	TexasRed fluor	GAA glycogen
- O=S(=O)(Nc1ccc(F)cc1F)c1ccc(Br)s1
→ 1%	?	11%[76.3 µM]
- Cc1ccsc1CN(C(=O)c1oc2ccc(Br)cc2c1C)C1CCS(=O)(=O)C1 (stereo unspecified)
→ -6%	0%	5%[76.3 µM]
- CCSc1ncc(Cl)c(C(=O)Nc2ccc(S(=O)(=O)N3CCCCC3)cc2)n1
→ -9%	-3%	7%[76.3 µM]
- Cc1ccc(C)c(S(=O)(=O)c2nnn3c2nc(NCc2cccs2)c2sccc23)c1
→ 0%	0%	-6%[76.3 µM]
- O=C(NCCn1cc(SCc2ccc(Br)cc2)c2ccccc21)c1cccs1
→ 12%	5%	-14%[76.3 µM]

Further structures:
Below each compound: TRb SRC2 PPI	TexasRed fluor	GAA glycogen
- Cc1ccc2c(c1)N(C(=O)CCC(=O)NCc1ccccc1Cl)CC(C)O2 (stereo unspecified)
→ 0%	-1%	-1%[76.3 µM]
- Cc1ccc2oc3c(c(=O)c2c1)C(c1cccc(O)c1)N(CCCN1CCOCC1)C3=O (stereo unspecified)
→ -4%	1%	-1%[76.3 µM]
- O=C(Cc1ccc(Cl)cc1)Nc1ccc2oc(-c3ccccc3)nc2c1
→ -4%	4%	14%[76.3 µM]
- CCc1ccccc1NC(=O)N1CCCn2nc(C)cc21
→ 4%	-1%	6%[76.3 µM]
- O=C(C1CCCN(S(=O)(=O)c2cccc3nsnc23)C1)N1CCN(c2ccccc2)CC1 (stereo unspecified)
→ -3%	-2%	-14%[76.3 µM]
- CCc1ccccc1NC(=O)Cn1c(=O)n(-c2ccccc2)c(=O)c2oc3ccccc3c21
→ 4%	-3%	-4%[76.3 µM]
- COC(=O)c1ccc(NC(=O)CCc2c(C)nc3c(-c4ccccc4)c(C)nn3c2C)cc1
→ 4%	-13%	19%[76.3 µM]
- CCCc1ccc(OC(C)c2nc(-c3ccc(-n4cccc4)cc3)no2)cc1 (stereo unspecified)
→ -2%	-8%	7%[76.3 µM]
- CCOC(=O)c1cccc(NC(=O)NC(C)c2c(-n3cccc3)sc3c2CCN(C)C3)c1 (stereo unspecified)
→ -20%	?	5%[76.3 µM]
- O=C(CCS(=O)(=O)c1nc(-c2cccs2)cc(C(F)(F)F)n1)Nc1cc(Br)ccc1O
→ -1%	0%	-15%[76.3 µM]
- Cc1ccccc1-c1nc(CN2CCC(C(=O)NCc3ccccc3Cl)CC2)c(C)o1
→ -3%	2%	16%[76.3 µM]
- CCOc1ccc(CCNC(=O)c2cn(-c3ccc(OC)cc3)c(=O)c3ccccc23)cc1OCC
→ 3%	-10%	11%[76.3 µM]
- CCOc1ccc(NC(=O)COc2ccc(S(=O)(=O)NC3CCCCC3)cc2)cc1
→ 2%	-6%	0%[76.3 µM]
- CCc1ccc(CNC(=O)c2ccc3c(Cl)c4c(nc3c2)CCCC4)cc1
→ 8%	0%	14%[76.3 µM]
- Cc1ccc(N2C(=O)c3n[nH]c(C)c3C2c2ccc(Cl)cc2)cc1 (stereo unspecified)
→ 2%	-2%	11%[76.3 µM]
- CCOc1ccccc1CNC(=O)c1ccc2c(c1)sc1nc(-c3cccc(OC)c3)cn12
→ -3%	-23%	11%[76.3 µM]
- CCS(=O)(=O)N1CC(=O)N(c2cc(C)ccc2C)C(C)(C(=O)NC2CCCCC2)C1 (stereo unspecified)
→ -5%	-3%	-4%[76.3 µM]
- O=c1[nH]c(SCc2c(F)cccc2Cl)nc2c1CCC2
→ 6%	-4%	16%[76.3 µM]
- Cc1ccc2c(=O)cc(C(=O)Nc3sc4c(c3C(=O)NCC3CCCO3)CCCC4)oc2c1 (stereo unspecified)
→ -3%	-20%	5%[76.3 µM]
- COc1ccc(CCNC(=O)CCn2c(=O)c3cccn3c3cccnc32)c(OC)c1OC
→ 10%	-2%	-10%[76.3 µM]
- CCC(=O)N1CCc2cc(S(=O)(=O)NC(CC(C)C)C(=O)NCc3cccc(OC)c3)ccc21 (stereo unspecified)
→ 5%	-1%	15%[76.3 µM]
- CCCCc1ccc(-n2nc3ccc(NC(=O)c4cc5ccccc5o4)cc3n2)cc1
→ -8%	0%	18%[76.3 µM]

Only TRb SRC2 PPI, for four of the compounds above:
| compound | TRb SRC2 PPI |
| --- | --- |
| Cc1ccc2c(=O)cc(C(=O)Nc3sc4c(c3C(=O)NCC3CCCO3)CCCC4)oc2c1 (stereo unspecified) | -3% |
| Cc1ccccc1-c1nc(CN2CCC(C(=O)NCc3ccccc3Cl)CC2)c(C)o1 | -3% |
| CCOc1ccc(NC(=O)COc2ccc(S(=O)(=O)NC3CCCCC3)cc2)cc1 | 2% |
| CCS(=O)(=O)N1CC(=O)N(c2cc(C)ccc2C)C(C)(C(=O)NC2CCCCC2)C1 (stereo unspecified) | -5% |

Not all compounds are listed; count on the stated rates, not on these rows.
